# Screening results from PubChem BioAssay.
# S3 lipid droplet = qHTS Assay for Lipid Storage Modulators in Drosophila S3 Cells. lipid storage change, negative = inhibition, % at the top dose, mostly 46.1 µM; hits show Potency in µM. Drosophila S3 cells, BODIPY lipid droplet fluorescence, 18-24 h; cells fed with added oleic acid. 320,000 tested, 0.64% active; active = well fitted inhibition curve with a large enough effect in the signal ratio, with a control signal flat, not every such curve was filed as active; inconclusive = small, poorly fitted or top-dose-only effect, or effect the other way, or a change in a side signal; the % refers to the signal ratio
#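 Laser-scanning cytometry quantifies lipid droplet accumulation (500–530 nm total intensity; droplet/cell object ratio) in oleic acid-fed (400 uM added) Drosophila S3 cells treated with a concentration series. 20 uM Triacsin C defined 100% inhibition.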
# S3 lipid droplet cell count max = second read-out of S3 lipid droplet, no call of its own (marks repeat the call); cell number change, %; measured here: cell count max response;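 cells counted by Cell Tracker Red CMTPX staining in the red channel; peak over a dose series mostly up to 46.1 µM; percent activity relative to internal control wells on each plate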
# Active calls of the source: *; i = inactive; ? = inconclusive; . = not tested or not shown; [ ] = dose if it differs, or a comment. % is set by controls: 0 for no effect and ±100 for the full control effect; potency is the fitted concentration of half-maximal effect.
Compound	S3 lipid droplet	S3 lipid droplet cell count max
O=c1c2cc([N+](=O)[O-])ccc2nc2n1CCCC2	7%	4
O=C(Nc1ccc(S(=O)(=O)N2CCN(Cc3ccccc3)CC2)cc1)c1cnccn1	?	.
O=C(NCCCN1CCCC1)c1ccc(CS(=O)(=O)c2ccc(Br)cc2)o1	?	.
O=C1OC(c2cccs2)=N/C1=C/c1ccc(-c2cccc(C(=O)O)c2)o1	?	.
CCC1(C)Cc2ccccc2C(Nc2c(C)n(C)n(-c3ccccc3)c2=O)=N1 (stereo unspecified)	?	.
CCn1nc(NC(=O)c2ccco2)c2cc3ccccc3nc21	?	.
CC(=O)c1ccc(OC(C)C(=O)OCC(=O)NCCc2ccccc2)cc1 (stereo unspecified)	13%	5
CN(CC(=O)Nc1ccccc1Cl)C(=O)COC(=O)Cc1c(F)cccc1Cl	?	.
CS(=O)(=O)c1ccc(Cl)c(S(=O)(=O)NCc2ccccc2)c1	2%	10
CCN(CC)S(=O)(=O)c1ccc2[nH]c(=O)cc(C(=O)N(C)C3CCS(=O)(=O)C3)c2c1 (stereo unspecified)	-24%	6
Cc1ccccc1NCC(=O)N=Nc1c(O)[nH]c2ccc([N+](=O)[O-])cc12	?	.
COC(=O)c1ccc(NC(=O)CNCc2ccncc2)cc1	?	.
O=C(Nc1ccc(Cl)cc1)N1CCOC12CCC1(CC2)OCCO1	?	.
O=C(C1CCCN(S(=O)(=O)c2cccc3nsnc23)C1)N1CCc2ccccc2C1 (stereo unspecified)	?	.
Cc1[nH]n(-c2nc(-c3ccccc3F)cc(=O)[nH]2)c(=O)c1CCO	-1%	-1

# Some of these compounds in order of SMILES length, smallest number first.
Compound	S3 lipid droplet	S3 lipid droplet cell count max
O=c1c2cc([N+](=O)[O-])ccc2nc2n1CCCC2	7%	4
O=C(Nc1ccc(Cl)cc1)N1CCOC12CCC1(CC2)OCCO1	?	.
O=C(Nc1ccc(S(=O)(=O)N2CCN(Cc3ccccc3)CC2)cc1)c1cnccn1	?	.

# (further entries)
Compound	S3 lipid droplet	S3 lipid droplet cell count max
CCCCc1cc(=O)oc2cc(OC(C)C(=O)NCC3CCC(C(=O)O)CC3)c(Cl)cc12 (stereo unspecified)	-17%	-6
O=S(=O)(c1ccccc1)N1CCN(c2nc(-c3cccnc3)nc3ccccc23)CC1	?	.
CN(C[C@H](Cc1ccccc1)N(CCN(CCc1ccccc1)N=O)N=O)N=O	9%	3
CCSc1nnc(NC(=O)C2CCN(S(=O)(=O)c3cc(C(F)(F)F)ccc3Cl)CC2)s1	?	.
Cc1ccc(/C=C/C(=O)NCc2cccs2)cc1	?	.
Cc1ccc2c(c1)C(=O)C(=O)N2CCCOc1ccccc1	-12%	0
COc1ccc(NC(=O)Cn2c(=O)c(C)nc3ccccc32)cc1Cl	?	.
COc1cccc(NC(=O)Nc2nnc(-c3ccccc3SCc3ccccc3)s2)c1	?	.
O=C(c1nc2nc(-c3ccccc3)cc(C(F)(F)F)n2n1)N1CCOCC1	?	.
COCCN(C(=O)COC(=O)c1cccnc1Cl)c1c(N)n(Cc2ccccc2)c(=O)[nH]c1=O	?	.
CC(=O)c1ccc(-c2ccc(C(=O)N3CCCc4ccccc43)o2)cc1	?	.
CCCN1CCN(C2CCCCC2NS(=O)(=O)c2ccc(Cl)cc2)CC1 (stereo unspecified)	-26%	7
CC1CCC2(CC1)NC(=O)N(CC(=O)N(Cc1ccccc1)C(C)(C)C)C2=O (stereo unspecified)	?	.
Cn1nc(-c2ccc(Cl)cc2)cc1NC(=O)CC(C)(C)CC(=O)O	-7%	3
Cc1ccc(-n2nc3c(=O)n(C(C)C(=O)NCCC4=CCCCC4)nc(C)c3c2C)cc1 (stereo unspecified)	?	.

# (list continues)
Compound	S3 lipid droplet	S3 lipid droplet cell count max
Cc1nn(CCc2nn[nH]n2)c2nc(-c3ccc(Br)cc3)cc(C(F)(F)F)c12	?	.
CCO/C=C1\C(=O)N(c2ccccc2)C(=O)c2ccccc21	?	.
O=C(O)c1cc(N/N=C/c2ccc(-c3ccc(F)cc3)o2)ccc1Cl	?	.
O=C(C1CCC(=O)N(C2CCCCCC2)C1)N1CCN(c2ccccc2Cl)CC1 (stereo unspecified)	?	.
O=C(CC1CCCC1)OCn1nnc2ccccc2c1=O	9%	-16
O=C(CC1C(=O)NCCN1Cc1ccccc1C(F)(F)F)NCCc1ccccn1 (stereo unspecified)	10%	15
COc1cccc(CNC(=O)C2CCN(S(=O)(=O)c3c(C)nn(C)c3C)CC2)c1	?	.
CCOC(=O)c1[nH]c(C)c(C(=O)OCC(=O)NCc2ccc(Cl)cc2)c1C	8%	10
O=c1[nH]c(N2CCOCC2)nc2ncn(Cc3ccccc3)c12	4%	2
CCCCn1c(-c2sccc2C)n[nH]c1=S	14%	7
C=CCNc1nc(NCCN2CCOCC2)nc(OC)n1	-2%	2
CCOC(=O)c1ccc2c(c1)n(CC)c(/C=C/Nc1ccccc1)[n+]2CC	11%	-10
Cn1cc(S(=O)(=O)NCc2ccc(F)cc2)c(=O)n(C)c1=O	?	.
Cc1c(OC(C)C(=O)NCCN2CCOCC2)ccc2c3c(c(=O)oc12)CCC3 (stereo unspecified)	?	.
COc1cc(NS(=O)(=O)c2ccc(Nc3nc(-c4ccccc4)cs3)cc2)nc(OC)n1	-6%	-7

# New compounds follow
Compound	S3 lipid droplet	S3 lipid droplet cell count max
C=CCNC(=O)CCc1nnc(C2(c3ccc(Cl)cc3)CCC2)o1	?	.
CC1(C)NC(=O)N(CC(=O)Nc2cc(S(=O)(=O)N3CCOCC3)ccc2N2CCOCC2)C1=O	?	.
Cc1ccc(NC(=O)c2ccc3c(c2)C(=O)N(c2cc(C)ccc2C)C3=O)nc1	?	.
CN1/C(=C\C=N\NC(=O)c2cccnc2)C(C)(C)c2ccccc21	?	.
Cc1ccc(NC(=S)NC2CCSc3ccccc32)cc1C (stereo unspecified)	-3%	-9
COC(=O)c1ccccc1NC(=O)CS(=O)(=O)Cc1nc(-c2ccc(C)cc2)oc1C	?	.
COc1ccc(-c2cc(-c3n[nH]c(=S)n3-c3cccc4ccccc34)[nH]n2)cc1	?	.
CC(C)(C)SCCNC(=O)c1ccc(NS(C)(=O)=O)cc1	?	.
CCOC(=O)c1oc2ccc(CNC3CCCCC3)c(Cl)c2c1C	-1%	-23
COc1ccc(CNC(=O)c2cc(-n3cnnc3)ccc2Cl)cc1	?	.
COc1cc(SC)ccc1C(=O)NCc1ccccc1	0%	-21
CC12CCC(=O)N1C(C(=O)Nc1nc3ccccc3s1)CS2 (stereo unspecified)	?	.
Cc1ccccc1NC(=O)Cc1nnc(SCC(=O)NC2CCCCC2)n1C	?	.
Cc1ccc(O)c(NC(=O)CN(C)S(=O)(=O)c2ccc(Cl)cc2)c1	-11%	3
CN1CCN(C(=O)c2ccc(Oc3ccc([N+](=O)[O-])cc3)cc2)CC1	i	.

# Later entries:
Compound	S3 lipid droplet	S3 lipid droplet cell count max
CC(=O)c1cccc(NC(=O)Nc2cnn(Cc3ccc(Cl)cc3Cl)c2)c1	?	.
CSc1nnc(-c2nnc(SC)n2-c2ccccc2)n1-c1ccccc1	?	.
COc1cccc(CNC(=O)CN(C)S(=O)(=O)c2ccc(Br)s2)c1	?	.
O=[N+]([O-])c1ccc(-c2nc(NCC3CCCO3)c3ccccc3n2)cc1 (stereo unspecified)	?	.
COCCNc1ccnc2c(Cl)cccc12	-2%	11
Cc1nn(-c2ccccc2)c(Cl)c1C(=O)N(C)CC(=O)Nc1cccc(F)c1	i[0.0737 µM]	14
CCc1ccc(CN(C)CC(=O)Nc2ccc3c(c2)CCC3)cc1	?	.
O=C(C1CCN(S(=O)(=O)c2cccc3nsnc23)CC1)N1CCc2ccccc21	?	.
NS(=O)(=O)c1ccc(CCNC(=O)c2ccccc2Cc2ccccc2)cc1	13%	7
Cc1c(C(=O)CN2CCCC(C)(C)C2)c2ccccc2n1C	?	.
N#Cc1ccc(-c2ccc(F)cc2)nc1Sc1ccccc1	?	.
CCCc1cc(C(=O)N2CCCC(Nc3ccc(C)c(C)c3)C2)n(C)n1 (stereo unspecified)	i	-29
Cc1cc(C)cc(NC(=O)N2CCc3ccccc3C2)c1	-20%	-10
COc1cccc(-c2nnc(-c3ccco3)o2)c1	?	.
CCOc1ccc(/C=C/C(=O)Nc2ccc(C(N)=O)cc2)cc1OC	5%	10

# Continuation:
Compound	S3 lipid droplet	S3 lipid droplet cell count max
COc1ccc(S(=O)(=O)Nc2cc(C)c(O)cc2C(C)C)cc1	i	.
CCCCn1c(N)c(N(CCOC)C(=O)CN2c3ccccc3CC2C)c(=O)[nH]c1=O (stereo unspecified)	?	.
O=C(COC(=O)c1cc(=O)[nH]c2ccccc12)NC1CCCC1	?	.
CCOC(=O)C1=C(CS(=O)(=O)c2ccc(C)cc2)NC(=O)NC1c1cc(OC)c(OC)c(OC)c1 (stereo unspecified)	i	17
C/C(CC(=O)Nc1cccc(Cl)c1Cl)=N\NC(=O)c1ccccc1Br	13%	17
CCCCOC(=O)c1ccc(NC(=O)COC(=O)CSc2nc(C)cc(C)n2)cc1	?	.
O=[N+]([O-])c1ccc2nonc2c1Nc1cccc(F)c1	i	17
CCCCN(C)Cc1c(O)ccc2c(-c3ccccc3)cc(=O)oc12	i	.
NC(=O)c1ccc(NC(=O)CN2CCN(c3ccccc3)CC2)cc1	-5%	-11
CCn1cc(CN2CCCC(C(=O)Nc3cccc(-c4cc5ccccc5[nH]4)c3)C2)cn1 (stereo unspecified)	i	-5
COc1ccc2nc(C)cc(N3CCC(C(N)=O)CC3)c2c1	-5%	-2
COC(=O)C1=C(N)Oc2cc(C)n(CCc3ccccc3)c(=O)c2C1c1cccnc1 (stereo unspecified)	7%	-36
OCCNc1cc(-n2nc(-c3ccccc3)cc2-c2ccccc2)ncn1	?	.
Cc1ccc(-c2nnc(Nc3ccc(CC(N)=O)cc3)c3ccccc23)cc1S(N)(=O)=O	-9%	4
Cc1cccc(N2CCN(c3nnc(C(F)(F)F)s3)CC2)c1	?	.

# Next part.
Compound	S3 lipid droplet	S3 lipid droplet cell count max
CCn1ncc(C2=NOC(C(=O)Nc3c(C)nn(Cc4ccc(F)cc4)c3C)C2)c1C (stereo unspecified)	?	.
CCOc1ccc(C(C)NC(=O)Nc2ccccc2C(=O)OC)cc1 (stereo unspecified)	?	.
Nc1cc(=O)[nH]c(=O)n1Cc1ccccc1	5%	-1
O=C(Nc1ccccc1NC(=O)c1ccc(F)cc1)c1ccc(F)cc1	-2%	3
CCOc1cccc2cc(-c3nnc(NCc4ccc5c(c4)OCO5)s3)c(=O)oc12	?	.
COc1cc(/C=N/NC(=O)Cn2ccc(C(F)(F)F)n2)cc(OC)c1OC	?	.
CCC1CCCCN1Cc1c(O)ccc2c(=O)c(-c3ccccc3)coc12 (stereo unspecified)	6%	9
CCCCn1c(SCC(=O)Nc2nnc(C)s2)nnc1-c1ccoc1C	?	.
Cc1ccccc1NC(=O)COC(=O)CCc1ccccc1	?	.
CC/C(Cc1ccccc1)=N\NC(=O)c1cc([N+](=O)[O-])cc([N+](=O)[O-])c1	5%	8
CC(=O)c1c(C)[nH]c(C(=O)OCC(=O)Nc2cccc(S(=O)(=O)N(C)C)c2)c1C	22%	8
CCOc1cc(C(=O)Nc2c(C)ccc3nsnc23)cc(OCC)c1OCC	2%	14
COc1ccc(CNc2ccc3c(c2)CCC3)cc1OC	?	.
CC(=O)c1ccc(NC(=O)C(C)Sc2nnc3ccccn23)cc1 (stereo unspecified)	?	.
Cc1ccc(-c2nn(C)c(=O)c3ccccc23)cc1S(=O)(=O)NCCN1CCOCC1	?	.

# 3 of the compounds above, with values under each structure.
# Below each SMILES: S3 lipid droplet | S3 lipid droplet cell count max
- CC(=O)c1c(C)[nH]c(C(=O)OCC(=O)Nc2cccc(S(=O)(=O)N(C)C)c2)c1C
 : 22% | 8
- CCOc1cccc2cc(-c3nnc(NCc4ccc5c(c4)OCO5)s3)c(=O)oc12
 : ? | .
- CCCCn1c(SCC(=O)Nc2nnc(C)s2)nnc1-c1ccoc1C
 : ? | .

# The list continues:
Compound	S3 lipid droplet	S3 lipid droplet cell count max
C/C(=N\NC(=O)c1nnn(-c2nonc2N)c1CN1CCCCC1)c1ccccc1O	-2%	-1
Cc1ccc(N2C(=O)[C@@H]3[C@H](C2=O)C2c4ccccc4C=NN2[C@@H]3C(=O)c2ccc(Cl)cc2)cc1 (stereo partly specified)	?	.
COc1ccc(/C=C(\NC(=O)c2ccc(OC)cc2)C(=O)Nc2ccccc2C(=O)O)cc1	?	.
O=C1N/C(=C\c2nc3ccccc3s2)c2ccccc21	?	.
COc1ccc(N/C(C)=C/C(=O)c2ccccc2)cc1	?	.
O=C(C1CCCN(S(=O)(=O)c2cccs2)C1)N1CCc2ccccc2C1 (stereo unspecified)	?	.
C=CCC1(N(C(C)=O)c2ccccc2)CCCCC1	?	.
Cc1ccc(C(=O)NC2CCN(CCCC(=O)c3ccc(F)cc3)CC2)cc1	i	-22
CCc1nnc(NC(=O)CSc2nnc(-c3ccccc3O)o2)s1	5%	6
Cc1cc(C)nc(Nc2nc3ccccc3s2)n1	?	.
CN(Cc1ccccc1)C(=O)c1ccc(NC(=O)Cc2cccc(NC(=O)C3CCN(C(=O)C4CC4)CC3)c2)cc1	?	.

# Ordered by value in S3 lipid droplet cell count max (highest first): 3 of the compounds above.
Compound	S3 lipid droplet	S3 lipid droplet cell count max
CCc1nnc(NC(=O)CSc2nnc(-c3ccccc3O)o2)s1	5%	6
C/C(=N\NC(=O)c1nnn(-c2nonc2N)c1CN1CCCCC1)c1ccccc1O	-2%	-1
Cc1ccc(C(=O)NC2CCN(CCCC(=O)c3ccc(F)cc3)CC2)cc1	i	-22

# The list is partial; rates above refer to the full screens.
